Assay outcomes (PubChem BioAssay)
DT40 TDP1 no CPT: qHTS for Inhibitors of human tyrosyl-DNA phosphodiesterase 1 (TDP1): qHTS in cells in absence of CPT. Potency, µM (top dose mostly 46.2 µM), for the others: at the top dose activity change, negative = growth inhibition, hits mostly inhibitors. actives 15% (n = 420,000). DT40 Tdp1-/- hTDP1 cells, no CPT, ATP luminescence, 48 h. AID 686978, 2013; further: nearly all actives have a fitted effect of over 55% in size
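Chicken DT40 Tdp1-/- cells stably complemented with human TDP1 were seeded at 400 cells/well with DMSO in place of 20 nM camptothecin. After compound pinning, cells grew at least 48 hr at 37 °C; viability read by CellTiter-Glo luminescence.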
TDP1 block: qHTS Assay for Inhibitors of Tyrosyl-DNA Phosphodiesterase (TDP1) | Potency, µM (top dose mostly 130 µM), without a hit: at the highest dose activity change, negative = inhibition, actives largely listed as inhibitors | recombinant TDP1, AlphaScreen DNA substrate cleavage | actives 0.28% (n = 350,000); further: nearly all actives have a fitted effect of over 40% in size
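AlphaScreen read-out: signal falls as enzyme removes the 3' tyrosine-FITC from a 5'-biotinylated DNA oligo (15 nM, 5 min, RT). Enzyme was E. coli-made recombinant Tdp1 at 1 nM, exposed to compound for 15 min beforehand; beads 10 ug/ml, 10 min.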
KAT2A inh: qHTS Assay for Inhibitors of GCN5L2 | Histone acetyltransferase KAT2A (Homo sapiens), Q92830 | GCN5L2 HAT assay, ThioGlo1 CoA-SH fluorescence | Potency, µM (top dose mostly 58.9 µM), for inactives: at the highest dose activity change, negative = inhibition, hits mostly inhibitors | actives 0.21% (n = 390,000) | AID 504327, 2011
Target sequence (Q92830 whole entry, looked up): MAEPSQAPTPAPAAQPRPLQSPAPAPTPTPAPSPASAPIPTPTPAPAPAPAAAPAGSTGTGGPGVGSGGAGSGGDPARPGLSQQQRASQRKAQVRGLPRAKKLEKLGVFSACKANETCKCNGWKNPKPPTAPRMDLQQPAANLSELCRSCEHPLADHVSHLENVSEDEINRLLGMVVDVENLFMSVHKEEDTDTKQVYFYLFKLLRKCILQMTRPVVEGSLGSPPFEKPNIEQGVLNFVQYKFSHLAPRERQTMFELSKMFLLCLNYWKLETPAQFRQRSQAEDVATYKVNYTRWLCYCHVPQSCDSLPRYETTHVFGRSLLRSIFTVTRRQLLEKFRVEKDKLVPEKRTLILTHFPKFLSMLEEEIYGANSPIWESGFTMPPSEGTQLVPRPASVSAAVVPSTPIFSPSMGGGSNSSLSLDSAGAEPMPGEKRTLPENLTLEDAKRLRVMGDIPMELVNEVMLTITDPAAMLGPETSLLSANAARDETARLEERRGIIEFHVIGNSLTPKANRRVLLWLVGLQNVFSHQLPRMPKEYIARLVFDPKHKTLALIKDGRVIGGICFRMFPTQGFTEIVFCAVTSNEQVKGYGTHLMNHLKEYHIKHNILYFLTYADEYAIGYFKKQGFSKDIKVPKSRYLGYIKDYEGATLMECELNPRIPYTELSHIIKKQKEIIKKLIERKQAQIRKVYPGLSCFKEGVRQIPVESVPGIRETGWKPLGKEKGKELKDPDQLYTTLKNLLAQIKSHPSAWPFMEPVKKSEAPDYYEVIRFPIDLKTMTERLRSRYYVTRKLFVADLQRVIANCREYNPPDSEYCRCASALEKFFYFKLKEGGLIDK
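Preincubate 20nM GCN5L2 with compound 15 min, RT → add 50uM ThioGlo1 + 75uM H3(1-25) + 70uM acetyl-CoA → read fluorescence 0 and 20 min. Primary qHTS; fluorescent artifacts likely.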
An asterisk follows results filed as active; ? = inconclusive; / = no result given; [ ] = remark or other dose. The call rests on the fitted dose curve; in most records, active means well fitted curve in the direction sought with a large enough effect; inconclusive means small, poorly fitted or top-dose-only effect, or another doubt; inactive means no such curve, though single readings can be large; an effect the other way counts as inactive or inconclusive. On the % scale 0 is the no-effect control and ±100 the full control effect; potency means the concentration at half of the fitted maximal effect. Some of the compounds tested, so the mix of outcomes need not match the whole.

SMILES	DT40 TDP1 no CPT	TDP1 block	KAT2A inh
Cc1ccc(Cn2nnc3c(=O)[nH]c(C4CCN(S(=O)(=O)/C=C/c5ccccc5)CC4)nc32)cc1	?	10%	-17%
COC(=O)c1sccc1NC(=O)c1cccnc1	?	1%	/
Cc1cc2c(c(=O)n1C1CC1)C(c1cccc(Cl)c1)C(C#N)=C(N)O2 (stereo unspecified)	-12%	4%	2%
O=C(CNS(=O)(=O)c1cccs1)N1CCN(c2ccccn2)CC1	?	3%	-3%
C=CC[C@H](CC(=O)N(CCO)Cc1ccccc1)C(=O)N[C@@H](C)COC(=O)[C@H](CC=C)CC(=O)OC(C)(C)C	?	0%	1%
CN1CCCN(Cc2nc(-c3cccc(C(F)(F)F)c3)no2)CC1	16µM*	0%	-19%
COC(=O)C1C2C=CC(C3CC23)C1C(=O)OCC(=O)c1ccc(OC)cc1 (stereo unspecified)	?	-3%	-9%
CO/N=C/c1ccc(N2CCOCC2)c([N+](=O)[O-])c1	-11%	9%	2%
CNC(=O)CSc1nnc(-c2cnccn2)n1C	-10%	-5%	-2%
CN(C)CCSc1nc(N)c2c3c(sc2n1)CN(C)CC3	?	-2%	-8%
COC(=O)c1[nH]c2ccc(F)cc2c1NC(=O)Nc1ccc(OC)cc1	6.5µM*	-5%	-2%
COc1cccc(OC)c1OCC(C)CNCC1CCCO1 (stereo unspecified)	-6%	-11%	2%
O=C1C[C@@H]2CCN3C(=O)CCC[C@@H]([C@H]23)[C@@H]1Cc1ccccc1	9%	0%[56.1 µM]	-18%
COc1cc2c(C(=O)N3CCN(c4ccccc4)CC3)c(C)oc2cc1Br	18µM*	6%	-12%
CC(C)(C)OC(=O)[C@H](NC(=O)OCc1ccccc1)c1ccccc1	?	-8%	-12%
CCCCCN(CCCCC)C(=O)[C@H](CCC(=O)O)NC(=O)[C@H](Cc1ccc(OP(=O)(O)O)cc1)NC(C)=O	/	10%	3%
CCC/C(O)=C1\C(=O)CC(C)(C)CC1=NCc1ccccc1	?	0%	-3%
COc1ccc(N2C(=O)c3cccc4cccc(c34)C2=O)cc1	7%	2%	-12%
O=C(CCS(=O)(=O)c1ccc(Br)s1)N1CCc2ccccc21	-10%	0%	-9%
Cc1nn(C)c(C(=O)N/N=C/c2cccc(Oc3ccccc3)c2)c1Br	-12%	2%	-15%
O=C(COc1ncnc2ccccc12)NC1CCCCC1	7%	-1%	0%
Cc1cc(N(C)C)c(C#N)c(N2CCOCC2)n1	-7%	6%	-12%
COc1ccc2oc(=O)c(C(=O)NCCc3ccc(OC)c(OC)c3)cc2c1	?	/	-13%
O=C(CCl)Nc1ccc(S(=O)(=O)NC2=NCCCCC2)cc1	13µM*	0%	2%
CCN(CC)S(=O)(=O)c1cc(NC(=O)CSCc2c(C)noc2C)ccc1C	?	1%	-7%
CCOC(=O)c1ccc(-n2c(=S)sc3c(=O)[nH]c(C)nc32)cc1	16µM*	3%	-29%
CC(=O)Nc1ccc2nc3c(=O)[nH]c(=O)[nH]c3nc2c1	/	?	-26%
Cc1ccc(N2CC(NC(=O)C3CCCCC3)CC2=O)cc1 (stereo unspecified)	1%	-5%	-1%
CCC(C(=O)NC1CCCCCC1)n1nc(C)c2c(C)n(-c3ccccc3)nc2c1=O (stereo unspecified)	?	5%	-5%
COc1ccc(S(=O)(=O)N2CCCC(C(=O)Nc3cccc(C(C)=O)c3)C2)cc1 (stereo unspecified)	?	5%	-2%
COc1cccc(C2CC(c3c(-c4ccccc4)c4cc(Cl)ccc4[nH]c3=O)=NN2S(C)(=O)=O)c1OC (stereo unspecified)	16µM*	0%	-1%
COc1ccc(CCC(=O)OCC(=O)c2ccc(C)cc2)cc1	12%	-3%	-5%
O=C(COC(=O)c1cccnc1Cl)NCCc1ccccc1	7%	1%	-5%
CC(=O)c1ccc(-c2c(C)cc3oc(=O)cc(-c4ccccc4)c3c2C)cc1	23µM*	1%[56.1 µM]	-9%
COC(=O)CSc1cc(C)nc(NC(C)=O)n1	0%	5%	-10%
COc1cccc(NC(=O)N2CCC(NC(=O)C(Cc3ccccc3F)NC(C)=O)CC2)c1 (stereo unspecified)	29%	/	-5%
CCOC(=O)C1=C(C)NC(=O)CC1c1cc2c(cc1Br)OCO2 (stereo unspecified)	-27%	-2%	-2%
Cc1cccc(C)c1NC(=O)Cn1nc(-c2ccc(Cl)s2)ccc1=O	11%	/	-3%
O=S(=O)(NCc1ccc(Cl)cc1)NCc1ccc(Cl)cc1	-16%	/	-6%
CC1(C)NC(=O)N(CC(O)COc2cc3ccccc3cc2C(=O)N2CCCCC2)C1=O (stereo unspecified)	9%	3%	-2%
CN(Cc1cnn(C)c1)C(=O)C1CCC(=O)N(Cc2cccc(C(F)(F)F)c2)C1 (stereo unspecified)	-10%	3%	-29%
O=C(NCCCN1CCN(c2ccc(F)cc2)CC1)c1cc2c(s1)-c1ccccc1OC2	/	6%	-14%
Cc1noc(C)c1CSc1nnc(-c2ccccc2F)n1CCc1ccccc1	?	8%	-3%
Cc1cccc(C(=O)OCC(=O)Nc2ccccc2C(=O)NC2CC2)c1	7%	-3%[56.1 µM]	-19%
COc1ccccc1/C=C/C=N/n1c(-c2cc(-c3ccccc3)n[nH]2)n[nH]c1=S	?	6%	-10%
COc1ccccc1NC(=O)C(C)OC(=O)c1cc2ccccc2[nH]1 (stereo unspecified)	?	2%	-12%
COc1ccc(S(=O)(=O)N2CCCCCC2)cc1NC(=O)CC1OC(=O)c2ccccc21 (stereo unspecified)	-29%	0%	1%
Cc1cc(C)n(Cc2cccc(C(=O)N/N=C/c3cccnc3)c2)n1	6%	3%	?
Cc1cccc(C)c1NC(=O)COC(=O)COc1ccc2c(C)cc(=O)oc2c1	-17%	3%	46%[activator]
CCc1ccc(OCC(O)CNC(C)(C)C)cc1 (stereo unspecified)	?	2%	0%
Cc1cc(C)cc(NC(=O)COC(=O)c2cccc(S(=O)(=O)N3CCCCC3)c2)c1	-1%	-1%	-13%
CCn1c(CC(=O)Nc2ccccc2F)nnc1SCC(=O)N1CCOCC1	7%	0%	?
O=C(NCc1cccc(Cl)c1)c1ccc2c(c1)OCO2	1%	0%	-12%
CCOC(=O)c1c(NC(=O)CN(C)C)sc(C(=O)N(CC)CC)c1C	-12%	-2%	-13%
Cc1cc(C)c2c(CN3CCN(Cc4ccccc4)CC3)cc(=O)oc2c1	-29%	/	-1%
COC(=O)C1=C(C)NC(=O)NC1c1ccc([N+](=O)[O-])o1 (stereo unspecified)	?	-1%	-5%
S=C(NCc1ccccc1)NCc1ccco1	-5%	5%[56.1 µM]	-24%
O=C(NC1CCCC1)C(c1ccncc1)N(Cc1ccccc1)C(=O)Cc1cccs1 (stereo unspecified)	-22%	-2%	-28%
Nc1ccccc1C(=O)NCc1ccc(Cl)cc1	-9%	8%	-9%
COc1ccc(CNC(=O)C2CCN(S(=O)(=O)c3c(C)noc3/C=C/N(C)C)CC2)cc1	20%	7%	-10%
(cont.)
SMILES	DT40 TDP1 no CPT	TDP1 block	KAT2A inh
CCc1ccc(OCC(=O)N(C)CCC#N)c(Br)c1	-14%	0%	1%
COc1ccccc1NC(=S)Nc1cccc(F)c1	-20%	0%	-3%
Cc1ccc(N2CCN(C(=O)C3CCC(=O)N(Cc4ccc(Cl)cc4)C3)CC2)c(C)c1 (stereo unspecified)	18µM*	7%	-5%
COc1ccccc1-c1cc(C(F)(F)F)nc(S(=O)(=O)CCCC(=O)N2CCCCC2C)n1 (stereo unspecified)	4.1µM*	4%	-1%
COCCn1c(=O)c(C)nc2cnc(N3CCNCC3)nc21	-3%	/	?
COc1ccc(S(=O)(=O)N2CCN(C(=O)COc3ccc(C)c(C)c3)CC2)cc1OC	-29%	3%	-2%
COc1ccc(Br)cc1CN(C)C(=O)Cc1ccc(OC)c(S(=O)(=O)N2CCOCC2)c1	-20%	2%	-2%
Cc1cc(N)n(-c2ccccn2)n1	-11%	4%	0%
CCOC(=O)c1c(NC(=O)C2C3C=CC(CC3)C2C(=O)O)sc(C)c1CC (stereo unspecified)	?	6%	1%
C#CCn1cccc(C(=O)Nc2ccc(OC)cc2)c1=O	8%	/	0%
COc1ccc(S(=O)(=O)c2snnc2C)cc1	14%	/	-4%
COC(=O)N/N=C/c1ccc(-c2ccccc2Cl)o1	?	/	-8%
COc1ccc([N+](=O)[O-])cc1NC(=O)CSc1ccc2ccccc2c1	?	5%	-8%
Cc1cc(C)n2nc(CC(=O)NNC(=O)COc3cccc(C)c3C)nc2n1	?	0%	1%
O=C(Cn1cnc2c(cnn2-c2ccccc2)c1=O)NCCc1ccccc1	-24%	-3%	-2%
Cc1cc(C)c(S(=O)(=O)NCCc2ccncc2)c(C)c1	-4%	/	16%
Cc1nc2c(c(C)c1CCC(=O)NCc1ccccc1)c(=O)n(C)c(=O)n2C	?	6%	-1%
COc1ccc(Cl)cc1C(=O)NNC(=O)c1n[nH]c2ccccc12	7%	0%	-5%
Cc1ccccc1NC(=O)c1cccc(NC(=O)CCC(=O)O)c1	-13%	0%	-3%
CCOc1ccccc1N1CCN(C(=O)c2cccc(-c3ccc(O)cc3)c2)CC1	?	-13%	-12%

Random excerpt: four compounds from above, in no set order.
SMILES	DT40 TDP1 no CPT	TDP1 block	KAT2A inh
O=C(Cn1cnc2c(cnn2-c2ccccc2)c1=O)NCCc1ccccc1	-24%	-3%	-2%
COc1ccc(Br)cc1CN(C)C(=O)Cc1ccc(OC)c(S(=O)(=O)N2CCOCC2)c1	-20%	2%	-2%
Cc1cc(C)n2nc(CC(=O)NNC(=O)COc3cccc(C)c3C)nc2n1	?	0%	1%
Cc1ccccc1NC(=O)c1cccc(NC(=O)CCC(=O)O)c1	-13%	0%	-3%

An excerpt from the list above, for reference:
SMILES	DT40 TDP1 no CPT	TDP1 block	KAT2A inh
Cc1ccccc1NC(=O)c1cccc(NC(=O)CCC(=O)O)c1	-13%	0%	-3%
CCOc1ccccc1N1CCN(C(=O)c2cccc(-c3ccc(O)cc3)c2)CC1	?	-13%	-12%

The list continues:
SMILES	DT40 TDP1 no CPT	TDP1 block	KAT2A inh
O=C(CCC(=O)Nc1ccccc1)NNC(=O)c1cccs1	3%	5%	-3%
O=S(=O)(c1ccccc1Cl)N1CCC(O)(c2cccnc2)CC1	?	-3%	2%
COc1ccccc1NS(=O)(=O)c1cc(NC(=O)c2ccc3c(c2)OCCO3)ccc1C	-20%	6%	-8%
N=c1c2c(-c3ccccc3)c(-c3ccccc3)n(Cc3ccccc3)c2ncn1CCCn1ccnc1	?	6%	34%[activator]
Cc1nc2ccccc2c(=O)n1-c1cccc(NC(=O)c2cccs2)c1	?	10%	0%
COc1cccc(/C=C(\C#N)C(=O)NC2CCS(=O)(=O)C2)c1 (stereo unspecified)	-9%	0%	12%
COc1ccc(CNC(=O)c2ccccc2NC(=O)C2=CSCCO2)c(OC)c1	?	5%	?
COc1cccc(N=Cc2c(O)c3ccccc3oc2=O)c1	-4%	1%	1%
CC(OC(=O)CCCN=C1NS(=O)(=O)c2ccccc21)C(=O)Nc1ccc(F)c(F)c1F (stereo unspecified)	-10%	-4%	-1%
CN(NS(C)(=O)=O)c1ncc(C(F)(F)F)cc1Cl	-22%	-1%	-1%
N#Cc1cccc(-c2cncnc2NCCc2cnc[nH]2)c1	-25%	/	-5%
O=C(NCC1CCCO1)c1cc(S(=O)(=O)N2CCCCC2)ccc1Cl (stereo unspecified)	5%	1%	1%
Cc1ccc(-c2nc3c4ccccc4n(CC(=O)NCc4ccc(F)cc4)c(=O)n3n2)cc1	-17%	5%	-3%
O=C(NC(Cc1ccccc1)C(=O)N1CCCC1C(=O)O)c1ccccc1 (stereo unspecified)	3%	2%	-4%
c1ccc(C2CSc3ccccc3N2)cc1 (stereo unspecified)	?	/	-23%
Cc1ccc(S(=O)(=O)N2[C@@H](c3ccc(Cl)cc3)C(C(=O)O)=C[C@H]2CC2CCCC2)cc1	-26%	1%	-24%
CCC(C)[C@H](NC(=O)NCc1ccc(F)cc1)C(=O)O (stereo partly specified)	1%	8%	2%
COc1ccc([N+](=O)[O-])cc1NC(=O)COC(=O)/C=C/c1ccco1	?	-1%	3%

Entries of single compounds, looked up by structure:
`COCCn1c(=O)c(C)nc2cnc(N3CCNCC3)nc21` across the screens: DT40 TDP1 no CPT = -3%; TDP1 block = /; KAT2A inh = ?
`COc1ccc(S(=O)(=O)N2CCN(C(=O)COc3ccc(C)c(C)c3)CC2)cc1OC` across the screens: DT40 TDP1 no CPT = -29%; TDP1 block = 3%; KAT2A inh = -2%

Looked up above:
TDP1 block result of COc1ccccc1NS(=O)(=O)c1cc(NC(=O)c2ccc3c(c2)OCCO3)ccc1C → 6%
KAT2A inh result of O=C(CCC(=O)Nc1ccccc1)NNC(=O)c1cccs1 → -3%
